Source: PubChem BioAssay (Sanford-Burnham Center for Chemical Genomics)
TIM10 inh: growth inhibitors of isogenic TIM10 control yeast, primary screen, counter-screen for tim10-1 yeast inhibitor project, luminescence, uHTS. S. cerevisiae TIM10 strain growth, BacTiter-Glo luminescence, 24 h. inhibition, % at 10 µM. actives 1.4% (n = 330,000);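 active means inhibition of 40% or more at the single tested concentration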;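 further: wild-type TIM10 isogenic control strain grown at permissive 25 °C; 0% = DMSO yeast wells and 100% = minimal medium wells without yeast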
UPR XBP1 act: activators of adaptive XBP1 UPR arm, primary screen, cell-based, CHO-XBP1 luciferase reporter, luminescence, uHTS; IRE1-XBP1 UPR activation; percent of tunicamycin response, DMSO as zero; actives 0.33% (n = 330,000); activation, % at 20 µM;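 active means versus positive control, 20 µM dose yields 30% or more activation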;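 further: 100% = tunicamycin at 10 µg/mL and 0% = DMSO only wells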
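Material: CHO-XBP1 cells stably carrying IRE1-XBP1-driven luciferase reporter / Amount: 1000 cells per well / Compound: 20 µM, 1% DMSO / Times: 6 h treatment, 37 °C / Detection: luciferase luminescence / Measure: % activation of reporter signal versus tunicamycin and DMSO controls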
CXCR6 inh: CXCR6 receptor inhibitors, primary screen, cell-based, beta-arrestin, luminescence, CHO-K1 PathHunter, 1536-well. inhibition, % at 20 µM. actives 0.36% (n = 360,000). AID 602244, 2012; in the data active means inhibition above about 34%, passing the limit was not always enough;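 further: antagonist mode with CXCL16 agonist at 10 nM final; 0% = 10 nM CXCL16 with DMSO and 100% = unstimulated wells without agonist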
Mdm2 MdmX PPI: inhibitors of human Mdm2-MdmX association, primary screen, cell-based, luminescence, split luciferase, SaOS-2, uHTS; Protein Mdm4 (Homo sapiens) + E3 ubiquitin-protein ligase Mdm2 (Homo sapiens), …; SaOS-2 split-luciferase Mdm2/MdmX complementation; inhibition, % at 8 µM; actives 3% (n = 330,000); AID 485346, 2010;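 active means inhibition of at least 50% at 8 µM in the primary screen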
Target sequence (O15151 whole entry, looked up): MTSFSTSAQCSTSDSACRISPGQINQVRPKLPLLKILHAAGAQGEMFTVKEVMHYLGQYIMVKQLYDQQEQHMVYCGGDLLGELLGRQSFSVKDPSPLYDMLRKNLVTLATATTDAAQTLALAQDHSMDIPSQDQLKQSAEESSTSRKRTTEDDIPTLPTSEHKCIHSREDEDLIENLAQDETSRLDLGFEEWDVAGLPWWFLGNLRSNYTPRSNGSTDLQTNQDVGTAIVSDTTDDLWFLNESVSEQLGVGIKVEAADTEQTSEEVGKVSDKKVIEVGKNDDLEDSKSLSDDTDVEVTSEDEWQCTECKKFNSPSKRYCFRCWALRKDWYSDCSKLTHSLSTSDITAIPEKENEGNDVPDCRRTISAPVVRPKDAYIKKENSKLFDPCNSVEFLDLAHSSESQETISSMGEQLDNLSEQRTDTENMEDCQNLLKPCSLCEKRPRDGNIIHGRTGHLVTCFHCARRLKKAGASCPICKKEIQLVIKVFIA
Target sequence (Q00987 whole entry, looked up): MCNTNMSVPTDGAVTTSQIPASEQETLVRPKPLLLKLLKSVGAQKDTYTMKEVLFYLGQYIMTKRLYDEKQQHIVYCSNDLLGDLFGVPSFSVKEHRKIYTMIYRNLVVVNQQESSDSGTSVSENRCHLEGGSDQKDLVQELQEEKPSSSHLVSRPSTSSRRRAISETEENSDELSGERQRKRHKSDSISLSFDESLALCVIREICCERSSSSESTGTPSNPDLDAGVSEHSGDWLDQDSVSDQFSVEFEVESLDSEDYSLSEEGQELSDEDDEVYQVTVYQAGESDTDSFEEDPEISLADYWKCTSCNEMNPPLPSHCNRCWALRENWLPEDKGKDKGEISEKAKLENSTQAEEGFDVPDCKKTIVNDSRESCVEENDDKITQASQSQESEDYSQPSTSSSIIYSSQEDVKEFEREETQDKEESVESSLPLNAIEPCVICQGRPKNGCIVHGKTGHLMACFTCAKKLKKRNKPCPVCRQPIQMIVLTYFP
APJ ag: agonists of human apelin receptor APJ, primary screen, CHO-K1 cells, PathHunter beta-arrestin, luminescence; AID 2520, 2010; activation, % at 20 µM; 0% DMSO wells, 100% apelin; actives 0.11% (n = 330,000); P35414;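 active means activation more than six SD over the plate average, tested at 20 µM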;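 further: 0% = DMSO alone and 100% = apelin-13 at 10 nM; some results filed as inactive read as strong as hits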
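Test system: CHO-K1 APJ beta-arrestin complementation cell line. Amount: cell density 1000 per well. Controls: DMSO negative, 10 nM Apelin-13 positive. Signal: luminescent beta-gal fragment complementation, chemiluminescent substrate. Read-out basis: agonist-driven arrestin binding to APJ. Timing: compound stimulation 90 min at 25 °C, detection 60 min.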
tim10-1 inh: growth inhibitors of tim10-1 mutant yeast, primary screen, luminescence, uHTS; S. cerevisiae tim10-1 ts strain growth, BacTiter-Glo, 24 h; inhibition, % at 20 µM; actives 2.2% (n = 330,000); AID 463190, 2010;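 active means inhibition of at least 40%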;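 further: mutant grown at 25 °C; 0% = DMSO wells with yeast and 100% = wells holding no yeast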
APJ antag: antagonists of human apelin receptor APJ, primary screen, CHO-K1 cells, beta-arrestin complementation, luminescence | inhibition, % at 20 µM | actives 0.32% (n = 330,000) | AID 2521, 2010;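 active means inhibition above about 40% at 20 µM, limit read from the data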;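 further: cells challenged with 10 nM apelin-13 agonist together with compound; plate controls were apelin-13 plus DMSO wells for no effect and DMSO wells lacking apelin-13 for full effect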
tim23-1 inh: growth inhibitors of tim23-1 mutant yeast, primary screen, luminescence, uHTS; AID 463212, 2010; S. cerevisiae tim23-1 growth, BacTiter-Glo luminescence, 24 h; actives 1.3% (n = 330,000); inhibition, % at 20 µM;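 active means growth inhibition of the mutant yeast at or above 50%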;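 further: temperature-sensitive mutant grown at 25 °C; plate controls were DMSO-treated mutant yeast for no effect and medium wells lacking yeast for full effect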
UPR CHOP act: activators of apoptotic CHOP UPR arm, primary screen, cell-based, CHO-CHOP luciferase reporter, luminescence, uHTS | UPR activation; percent of tunicamycin response over DMSO baseline | AID 449763, 2010 | actives 0.34% (n = 330,000) | activation, % at 10 µM;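 active means at 10 µM dose, activation of 40% or more, normalized to positive control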;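 further: 100% = tunicamycin at 10 µg/mL and 0% = DMSO alone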
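assay system = CHO CHOP reporter cells | amount = 500 CHO-CHOP cells per well | buffer or medium = F12 with 10% FBS | incubation = 16-18 h cell attachment, then 6 h compound exposure, 37 °C | detection = luminescence read with Steady-Glo | read-out = percent activation relative to tunicamycin control | controls = tunicamycin high control, DMSO low control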
Numbers without * were called inactive; nt = not tested or not shown.

Molecule | TIM10 inh | UPR XBP1 act | CXCR6 inh | Mdm2 MdmX PPI | APJ ag | tim10-1 inh | APJ antag | tim23-1 inh | UPR CHOP act
COC(CNC(=O)C1CCN(C(=O)c2cc3oc(C)cc3n2Cc2c(F)cccc2Cl)CC1)OC | 1 | -2 | 2 | 12 | 1 | 23 | 1 | 6 | -2.2
Cc1cc(C)c(S(=O)(=O)c2ccccc2C)c(OCCO)n1 | 16 | -2 | 3 | 1 | -2 | 12 | 9 | 9 | -2.1
COc1cc(S(=O)(=O)N2CCN(c3ccccc3)CC2)ccc1F | 0 | -3 | 2 | 12 | 1 | 3 | 11 | 2 | -1.5
Cc1ccc(NC(=O)CC2SC3=NCCCN3C2=O)c(C)c1 (stereo not drawn) | 14 | -2 | -1 | 15 | -1 | 31 | -11 | 9 | 2.2
CN1c2ccccc2C(C)(C)C12CC(c1ccc(Cl)c(S(=O)(=O)N3CCCC3)c1)=NO2 (stereo not drawn) | 5 | -1 | nt | 8 | 1 | 13 | -5 | -8 | -2.1
O=C(COc1ccccc1)Nc1nccs1 | -5 | -2 | -3 | -54 | 1 | 15 | -18 | 24 | 1.3
COC(=O)CCN(C(=O)c1ccc2c(c1)OCO2)c1ccccn1 | 9 | -1 | 4 | -7 | -5 | 6 | 16 | 4 | -1.7
O=C(NC(=S)NC1CCCCCC1)c1cncc(Br)c1 | 44* | 3 | 1 | -3 | -5 | 34 | 10 | 51* | 8.2
C=CCC1(C(=O)N(C)Cc2ccccc2)CCN(C(=O)OC(C)(C)C)CC1 | 22 | -1 | 5 | 6 | -4 | 24 | 9 | 25 | 2.8
Cc1cc(C)c2nc(-c3ccccn3)cc(C(=O)Nc3ccc(S(=O)(=O)Nc4onc(C)c4C)cc3)c2c1 | -2 | -3 | 7 | -6 | -1 | 7 | 6 | 14 | -0.7

Compounds shown so far that have a Cl atom:
Molecule | TIM10 inh | UPR XBP1 act | CXCR6 inh | Mdm2 MdmX PPI | APJ ag | tim10-1 inh | APJ antag | tim23-1 inh | UPR CHOP act
COC(CNC(=O)C1CCN(C(=O)c2cc3oc(C)cc3n2Cc2c(F)cccc2Cl)CC1)OC | 1 | -2 | 2 | 12 | 1 | 23 | 1 | 6 | -2.2
CN1c2ccccc2C(C)(C)C12CC(c1ccc(Cl)c(S(=O)(=O)N3CCCC3)c1)=NO2 (stereo not drawn) | 5 | -1 | nt | 8 | 1 | 13 | -5 | -8 | -2.1

Going on with the list:
Molecule | TIM10 inh | UPR XBP1 act | CXCR6 inh | Mdm2 MdmX PPI | APJ ag | tim10-1 inh | APJ antag | tim23-1 inh | UPR CHOP act
CC(C)C(NC(=O)c1ccc(Cl)c([N+](=O)[O-])c1)C(=O)NCc1ccccn1 (stereo not drawn) | 2 | -1 | -1 | 7 | -4 | -14 | 2 | 3 | 0.6
CSc1nsc(SCC(=O)Nc2ccc(F)cc2F)n1 | -22 | 5 | 11 | -14 | -4 | -12 | 7 | 3 | 3.5
Cc1ccc(-c2nc3ccccc3c(=O)n2CCCN2CCOCC2)cc1 | 8 | 2 | 6 | 13 | -9 | 19 | 2 | 17 | 3.6
CCOC(=O)c1cc(NC(=O)Nc2nccs2)c(C)nc1C | 22 | 1 | 7 | -1 | 0 | 20 | -5 | 3 | 1.5
Cc1ccccc1Sc1ccc(N)cn1 | 18 | 2 | 2 | 5 | 2 | 36 | -6 | 1 | 2.4
CCn1ccnc1CN(C)Cc1cn(C)nc1-c1ccccc1F | -3 | 0 | 2 | 20 | -1 | 4 | 12 | -10 | -1.5
COC(=O)c1ccc(-c2noc(CN(Cc3ccccn3)CC3CCCO3)n2)cc1 (stereo not drawn) | 13 | -2 | -11 | 12 | -3 | 35 | -16 | 22 | -2.2
Cc1ccc(C)c(NC(=O)CCN2CCN(CCO)CC2)c1 | -3 | -6 | 3 | 7 | -1 | -10 | -6 | -17 | 2.0
CCOc1ncccc1C(=O)Nc1ccc(C(=O)Nc2ccc(OC)cc2)cc1 | 2 | 16 | 17 | 72* | -7 | -5 | 4 | -6 | 6.0
CC(C)CCN1C(=O)c2ccc(C(=O)Nc3ccccn3)cc2C1=O | 9 | -3 | 6 | 7 | -5 | -1 | 14 | 9 | 2.2
COc1ccc(CNC(=O)CSc2n[nH]c(N)n2)cc1 | 6 | 0 | -4 | 13 | -3 | 9 | 3 | 5 | 1.2
CC(=O)OCC1=C(C(=O)O)N2C(=O)C(NC(=O)COc3ccc(F)cc3)C2SC1 (stereo not drawn) | 6 | 0 | 1 | 5 | 5 | -13 | 16 | -2 | 3.5
COc1ncccc1C(=O)N1CCCC(N2CCN(c3cccc(Cl)c3)CC2)C1 (stereo not drawn) | -5 | 5 | 24 | 1 | -1 | -2 | -16 | -1 | -0.2
Cc1ccc2nc3c(cc(C(N)=S)c(=N)n3CCCOC(C)C)c(=O)n2c1 | 7 | 5 | 16 | 49 | -1 | 5 | 4 | 8 | -0.2
Fc1ccc2c(c1)C(c1cccnc1)=NNC(c1cccs1)=N2 | -3 | -1 | 4 | 28 | 2 | 1 | 13 | 8 | -0.6
c1ccc(COc2nsnc2N2CCOCC2)cc1 | 2 | 3 | -2 | -13 | 0 | 5 | 8 | 14 | 2.5
Cc1cc(N2CCN(C(=O)c3ccco3)CC2)n2ncnc2n1 | 1 | 2 | 2 | 9 | -1 | 12 | 1 | 9 | 0.4
CCOC(=O)c1ccccc1Nc1cn(C(C)=O)c2ccccc12 | 2 | -1 | -10 | 59* | -7 | 23 | 25 | 4 | -1.0
Cc1ccc2cc(CN(Cc3ccc4c(c3)OCO4)Cc3nnnn3Cc3ccco3)c(=O)[nH]c2c1 | 7 | 0 | -1 | 35 | -2 | 26 | -11 | 25 | -1.5
O=C(COC(=O)/C=C/c1cccs1)Nc1ccc2ccccc2c1 | 10 | -2 | 2 | 0 | -3 | 9 | -3 | 0 | 0.1
Cn1ccnc1C(O)(c1ccccc1)c1ccccc1 | -4 | -1 | -6 | 20 | 0 | 4 | 5 | 1 | -1.2
C=CCN(C(=O)CCC(=O)O)C1CC(=O)N(c2ccc(OCCC)cc2)C1=O (stereo not drawn) | -5 | -5 | 11 | -5 | 2 | 3 | 4 | 1 | -1.0
COc1ccc(C)cc1Nc1cc(C)nc2nc(C)nn12 | 0 | -1 | -1 | 36 | -5 | -1 | -54 | 5 | 0.6
COc1cc(CNc2nc(C)c([N+](=O)[O-])c(C)c2C#N)cc(OC)c1OC | 9 | -1 | -8 | 18 | -1 | 17 | -4 | 32 | -1.1
CCOC(=O)c1c(C)[nH]c(C(=O)OCC(=O)N(CC(C)C)C2CCS(=O)(=O)C2)c1C (stereo not drawn) | 6 | -2 | -3 | -16 | -2 | -6 | -49 | -10 | 2.3
O=C1C(=O)N(Cc2ccccc2)C(=O)N1CCN1C(=O)c2ccccc2C1=O | -21 | 0 | 3 | -1 | 1 | -14 | -9 | 15 | 0.8
COc1ccc(NC(=S)N/N=C/c2ccc(F)c(F)c2)cc1 | 12 | 1 | -1 | 8 | -2 | 0 | -18 | 9 | 2.4
CSc1ccc(C(=O)C2CCCN(Cc3cccc4nccnc34)C2)cc1 (stereo not drawn) | 10 | -2 | 5 | 5 | -2 | 2 | 7 | 25 | -0.7
Cc1ccc(S(=O)(=O)c2nc(S(C)(=O)=O)sc2N2CCC3(CC2)OCCO3)cc1 | 26 | -2 | -2 | 2 | 0 | 19 | 6 | 32 | 1.4
Cc1csc(NC(=O)c2ccccc2[N+](=O)[O-])n1 | 3 | 0 | -11 | -22 | -4 | 12 | 8 | -6 | -0.1
CC(=O)c1ccc(OCC(O)CN2C(C)CCCC2C)cc1 (stereo not drawn) | -11 | 2 | -1 | 0 | 4 | 24 | -38 | 12 | 1.6
Cc1cc(C(=O)CSc2nc(N)cc(=O)[nH]2)c(C)n1-c1ccc(OC(F)F)cc1 | -25 | -1 | 2 | 17 | -6 | 5 | 7 | 0 | 3.4
COc1ccc(S(=O)(=O)Nc2ccc(-c3ccc4nnc(C)n4n3)cc2)c(OC)c1 | 9 | 1 | -8 | 71* | 0 | 9 | -34 | 16 | -1.4
COc1ccccc1NS(=O)(=O)c1cc(Cl)ccc1OC | 10 | -1 | 4 | 15 | -2 | 12 | 8 | -9 | 1.5
Cc1cccc(C(=O)Nc2ccc(C(=O)/C=C/c3cccs3)cc2)c1 | 10 | -2 | 0 | -18 | 2 | 19 | 10 | 18 | 2.2
NNc1nnc2c3cc(F)ccc3n(Cc3ccccc3)c2n1 | 12 | 0 | -5 | 38 | -4 | 37 | 1 | 18 | -1.6
COc1ccc(CNC(=O)C2CCCN(C(=O)Nc3ccccc3OC)C2)cc1 (stereo not drawn) | 0 | -1 | -2 | 2 | 2 | -3 | 7 | 12 | -0.9
CN1N=C(C(C)(C)C)CSC1=Nc1ccc(F)cc1 | 14 | 1 | -8 | -25 | -2 | 18 | 4 | 20 | 5.4
Cc1ccc(OC(=O)C2CSC3(C)CCC(=O)N23)c(Br)c1 (stereo not drawn) | 7 | 1 | -4 | 7 | -3 | 49* | -52 | 39 | 0.4
COc1ccc(CC(=O)Nc2ccc(-c3nnc(-c4ccc(C)cc4)o3)cc2)cc1 | -13 | 0 | 11 | 100* | -1 | 14 | 8 | -37 | 3.4
CCc1nn(C(C)C(=O)N2CCN(c3ccc(OC)cc3)CC2)c(=O)c2cc3occc3n12 (stereo not drawn) | -148 | -4 | 7 | 42 | -1 | 5 | 19 | -17 | -1.2
COc1ccc(C(C(=O)NCc2ccc(F)cc2)N(Cc2cccnc2)C(=O)c2snc(C(N)=O)c2N)cc1 (stereo not drawn) | -6 | -4 | 5 | 10 | -3 | 4 | 19 | 7 | 1.9
Cc1ccc2nc(Cl)c3cc(C(=O)N(CCN(C)C)Cc4ccco4)sc3c2c1 | 18 | 7 | 1 | 40 | -2 | 38 | 27 | 26 | -1.0
O=C(Nc1cc(C(F)(F)F)ccc1N1CCOCC1)C1Cc2ccccc2CN1C(=O)c1ccco1 (stereo not drawn) | 20 | -1 | 22 | 19 | -7 | 29 | 30 | 26 | -2.1
CCCc1ccc2oc(C(=O)N3CCNC(=O)C3CC(=O)OC)c(C)c2c1 (stereo not drawn) | -1 | -1 | -3 | 7 | 14 | 5 | -6 | -2 | 2.4
OCc1ccc(-c2ccccc2)c(-c2ccccc2)c1 | -6 | -4 | 8 | 4 | 2 | -4 | 3 | 22 | 0.9

This is a subset; the hit share may differ from the screen's.
